Assay outcomes from PubChem BioAssay.
DRD3 agonist = activates the human D3 dopamine receptor | max activation, % | D3R DiscoveRx beta-arrestin cells, luminescence, 90 min | actives 0.58% (n = 410,000) | P35462; in the data active = max activation above about 30%; note: 0% is about no effect; mostly tested at two doses, the higher about 12 µM
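Agonist-mode cell screen: cells plated at 1500/well and incubated overnight at 37 °C, then exposed to library compounds for 90 min at 37 °C. Detection reagent was added for 30–60 min at room temperature, and luminescence was read.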
GLP-1R inv ag = acts as inverse agonist at human GLP-1 receptor. P43220. HEK293 GLP-1R CRE-luciferase, luminescence, 24 h; GLP-1R form is constitutively active. Potency, µM (doses to about 38.3 µM), for the others: at the top dose activity change, negative = inhibition, hits mostly inhibitors. actives 1.6% (n = 410,000). AID 624417; note: potency is the fitted concentration of half-maximal effect; % is set by controls: 0 for no effect and ±100 for the full control effect; nearly all actives have a fitted effect of over 55% in size
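Inverse agonism was detected as reduced cAMP-driven luciferase luminescence after 24 h compound treatment. The cells were HEK293 clones expressing constitutively active human GLP-1R with the reporter. Reporter-only and GPR119 cell lines served as counterscreen controls.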
GLP1R ag = GLP-1 receptor (human) agonism; P43220; HEK293 GLP-1R CRE-luciferase, luminescence, 4-6 h; cells express a hypersensitive GLP-1R form; Potency, µM (doses to about 45.6 µM), without a hit: top-dose activation, actives largely listed as activators; actives 0.007% (n = 380,000); AID 624172; note: potency is the fitted concentration of half-maximal effect; % of control where 0% means no effect
IL2 activator = activators of IL-2 | IL-2 activation reporter assay, cell-based qHTS; stimulated with anti-CD3/CD4/CD28 beads; in transgenic mouse T cells | activation, % (series mostly up to about 46 µM) | actives 0.065% (n = 360,000) | AID 652025; in the data active = activation above about 50%; inconclusive = mostly about 30% to 49%; note: 0% is about no effect
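Unstimulated transgenic mouse T cells, 750 per well, received compound and, after 60 minutes, anti-CD3/anti-CD4 bead plus anti-CD28 stimulation. EGFP and DsRed were quantified after 18 hours.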
PLK1 PBD block = inhibitors of human PLK1 polo-box domain binding. Potency, µM, for the others: max response, negative = inhibition, most hits filed as inhibitors. AID 720504. P53350. Plk1 PBD binding of FITC phosphopeptide, fluorescence polarization. actives 2.8% (n = 360,000); note: potency is the fitted concentration of half-maximal effect; series mostly up to about 57 µM; % is set by controls: 0 for no effect and ±100 for the full control effect; nearly all actives have a fitted effect of over 65% in size
PI5P4K alpha inh = blocks human PI5P4K alpha kinase activity. PI5P4Kalpha enzyme, ADP-Glo luminescence, 60 min; hits give low values. actives 1.2% (n = 330,000). max response, %. P48426. AID 652105; active = max response of -50% or lower; inconclusive = between -30% and -50%; inactive = -30% or higher; note: value at the top dose of about 77 µM; % is set by controls: 0 for no effect and ±100 for the full control effect
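Luminescence from ADP-Glo served as readout of PI5P4Kalpha activity in a qHTS format. Reaction: enzyme, substrate, compound, ATP at 5 microM final, 60 min at RT.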
HEK293 tox = cytotoxicity in counter-screen for GLP-1R inverse agonists; AID 624418; HEK293 cAMP-luciferase reporter cells, luminescence, 24 h; actives 0.13% (n = 410,000); Potency, µM (highest dose often 38.3 µM), without a hit: at the top dose activity change, negative = inhibition, usual class: inhibitors;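 note: loss of luciferase light is scored as toxicity; potency is the fitted concentration of half-maximal effect; % is set by controls: 0 for no effect and ±100 for the full control effect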
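A 23 nL compound transfer followed 12 hours of cell culture at 37 deg C; exposure then lasted 24 hr. Luciferase assay detection reagent was dispensed and plates read for luminescence after a 12 min room-temperature wait.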
DRD3 antagonist = blocks the human D3 dopamine receptor. D3R cells, DiscoveRx beta-arrestin luminescence, antagonist mode; hits give low values. P35462. actives 2.5% (n = 360,000). max response, negative = inhibition, %. AID 652054; in the data active = max response below about -50%; inconclusive = no clear call, values can overlap the other calls; note: % is set by controls: 0 for no effect and ±100 for the full control effect; mostly tested at two doses, the higher about 12 µM
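Cells expressing the human receptor were seeded at 1500 cells/well, incubated overnight at 37 degrees C in 5% CO2, then exposed to library compounds with dopamine controls for 90 minutes at 37 degrees C before luminescent detection.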
WRN inhibitor = inhibitors of human WRN helicase. WRN helicase unwinding, fluorescent forked duplex, kinetic. Potency, µM (titrated, usually from 114 µM), for inactives: at the highest dose activity change, negative = inhibition, usual class: inhibitors. actives 0.46% (n = 360,000). AID 651768; note: potency is the fitted concentration of half-maximal effect; % is set by controls: 0 for no effect and ±100 for the full control effect; nearly all actives have a fitted effect of over 55% in size
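Fluorescence dequenching readout, ex 525 nm/em 598 nm, kinetic mode: forked duplex DNA (100 nM final) with adjacent fluorophore and quencher unwound by WRN (20 nM final) with 2 mM ATP. Compound preincubation 15 min, room temperature.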
* = called active by the depositor; ? = inconclusive; . = not tested or not shown; [ ] = another dose, or the depositor's remark. Unless noted, calls come from the whole dose curve; as a rule, active = well fitted curve in the direction sought with a large enough effect; inconclusive = small, poorly fitted or top-dose-only effect, or another doubt; inactive = no such curve, though single readings can be large; an effect the other way counts as inactive or inconclusive.

SMILES	DRD3 agonist	GLP-1R inv ag	GLP1R ag	IL2 activator	PLK1 PBD block	PI5P4K alpha inh	HEK293 tox	DRD3 antagonist	WRN inhibitor
Cc1cccc2cc(CN(Cc3cccnc3)C(=O)c3ccccc3F)c(Cl)nc12	21	1%	14%	0.9	-3%	.	-20%	12	-16%
CCOc1ccc(OCC(=O)Nc2c3c(nn2C(C)(C)C)CS(=O)(=O)C3)cc1	18	9%	-12%	1.3	3%	0	-8%	3	-21%
CCOC(=O)C1CCN(C2=NC(=O)/C(=C/c3ccc(OC)c(OC)c3)S2)CC1	0	101%[activator]	?	0.9	-26%	-3	-29%	4	-5%
Cc1ccccc1NC(=O)COc1ccc2c(c1)OC(C)(C)CC2=O	-3	1%	6%	0.6	5%	6	1%	16	6%
Cc1[nH]n(-c2ccccc2)c(=O)c1N=Nc1ccc(C(=O)O)cc1	-4	3%	-3%	-1.2	-5%	-2	-17%	-10	-6%
Cc1ccc(/C=N/n2nnnc2N)cc1[N+](=O)[O-]	-4	23%	1%	0.6	-29%	0	0%	7	-4%
O=C(CSc1nnc(-c2ccccc2)n1Cc1ccccc1)NC1CC1	1	-8%	0%	-2.2	-4%	.	-6%	3	0%[57.1 µM]
O=C(CSc1ncn[nH]1)c1ccc(OC(F)F)cc1	5	11%	1%	-2.4	1%	7	6%	12	0%
Cc1c(C(=O)OCC(=O)NC(C)c2ccccc2)oc2ccccc12 (centres undefined)	-4	?	6%	-2.7	0%	-5	3%	-9	7%
CN(Cc1ccccc1)C(=O)C1CCN(S(=O)(=O)c2ccc3c(c2)oc(=O)n3C)CC1	2	-5%	2%	.	.	.	-4%	.	.
COc1ccc(-c2sc3ccc(N4CCOCC4)cc3c2C#CCCO)cc1	-2	-21%	17%	-0.6	1%	35	?	104	-11%
NC(=O)c1sc2nc3c(cc2c1N)CCC3	5	2%	1%	-0.3	-6%	-3	-20%	18	-5%
O=[N+]([O-])c1ccc(Cl)cc1Sc1nc2ccccc2o1	-15	-20%	4%	-1.1	-20%	.	-13%	-24	-7%
COc1ccc(N2CC(C(=O)Nc3ccccc3N3CCCC3)CC2=O)c(OC)c1 (centres undefined)	-24	?	8%	-3.1	-3%	-8	-12%	-8	3%
O=C(COC(=O)C1CC2C=CC1C2)NCc1ccco1 (centres undefined)	2	15%	-18%	-0.5	?	-74*	-1%	-18	?
CN1C(=O)C2(OCC(CO)([N+](=O)[O-])CO2)c2ccccc21 (centres undefined)	-12	14%	0%	-4.1	-15%	3	21%	-8	10%
N#Cc1ccc(COC(=O)CC(NC(N)=O)c2ccc(Cl)cc2)cc1 (centres undefined)	4	-10%	6%	1.0	0%	?	-3%	3	3%
Cc1ccc2oc(-c3ccc(NC(=O)CCC(=O)O)cc3)nc2c1	2	-7%	15%	.	.	.	-7%	.	.
O=C(Nc1cccc(Cl)c1)NC1CCCCC1	-3	0%	0%	-0.4	-2%	.	-16%	-7	-3%
C=CCNc1nc2cc(-c3cccc(Cl)c3)sc2c(=O)n1C	-1	-19%	13%	-0.5	-4%	9	4%	16	0%
O=C(CN1C(=O)C2CCCCC2C1=O)NC1CCCc2ccccc21 (centres undefined)	8	5%	-15%	-1.2	-4%	-5	-1%	13	1%
O=[N+]([O-])c1ccc(-c2nc3ccc([N+](=O)[O-])cc3[nH]2)cc1	-9	0%	-12%	-0.4	-22%	-5	-15%	0	-5%
Cc1cc(C)c(OCC(=O)OCC(=O)N2c3ccccc3CC2C)c(C)c1 (centres undefined)	-3	24%	0%	-1.6	4%	10	2%	15	-6%
C=CCNC1=C(Cl)C(=O)N(c2ccccc2Cl)C1=O	7	0%	1%	3.7	0%	.	9%	12	-11%[57.1 µM]
CC(=O)N1CCN(S(=O)(=O)c2cccc(C(=O)Nc3ccccc3N3CCOCC3)c2)CC1	2	14%	21%	-1.0	1%	-4	-15%	-1	-3%

Quoted at random: 4 compounds from above, in no set order.
SMILES	DRD3 agonist	GLP-1R inv ag	GLP1R ag	IL2 activator	PLK1 PBD block	PI5P4K alpha inh	HEK293 tox	DRD3 antagonist	WRN inhibitor
CN(Cc1ccccc1)C(=O)C1CCN(S(=O)(=O)c2ccc3c(c2)oc(=O)n3C)CC1	2	-5%	2%	.	.	.	-4%	.	.
C=CCNC1=C(Cl)C(=O)N(c2ccccc2Cl)C1=O	7	0%	1%	3.7	0%	.	9%	12	-11%[57.1 µM]
Cc1ccccc1NC(=O)COc1ccc2c(c1)OC(C)(C)CC2=O	-3	1%	6%	0.6	5%	6	1%	16	6%
Cc1[nH]n(-c2ccccc2)c(=O)c1N=Nc1ccc(C(=O)O)cc1	-4	3%	-3%	-1.2	-5%	-2	-17%	-10	-6%

3 compounds from above, limited to HEK293 tox and DRD3 agonist:
SMILES	HEK293 tox	DRD3 agonist
O=C(COC(=O)C1CC2C=CC1C2)NCc1ccco1 (centres undefined)	-1%	2
C=CCNC1=C(Cl)C(=O)N(c2ccccc2Cl)C1=O	9%	7
N#Cc1ccc(COC(=O)CC(NC(N)=O)c2ccc(Cl)cc2)cc1 (centres undefined)	-3%	4

Copied from the list:
C=CCNC1=C(Cl)C(=O)N(c2ccccc2Cl)C1=O in IL2 activator has 3.7
NC(=O)c1sc2nc3c(cc2c1N)CCC3 in DRD3 antagonist has 18
CCOC(=O)C1CCN(C2=NC(=O)/C(=C/c3ccc(OC)c(OC)c3)S2)CC1 in DRD3 antagonist has 4

Returning to the listing, starting two compounds before the break.
SMILES	DRD3 agonist	GLP-1R inv ag	GLP1R ag	IL2 activator	PLK1 PBD block	PI5P4K alpha inh	HEK293 tox	DRD3 antagonist	WRN inhibitor
C=CCNC1=C(Cl)C(=O)N(c2ccccc2Cl)C1=O	7	0%	1%	3.7	0%	.	9%	12	-11%[57.1 µM]
CC(=O)N1CCN(S(=O)(=O)c2cccc(C(=O)Nc3ccccc3N3CCOCC3)c2)CC1	2	14%	21%	-1.0	1%	-4	-15%	-1	-3%
O=C(CSc1nnc(-c2ccccc2F)n1C1CC1)NC(=O)c1cccc([N+](=O)[O-])c1	-54	11%	-8%	-3.3	-10%	-1	-1%	-57*	4%
CCNC(=O)CC1C(=O)N(c2ccc(F)cc2)C(=O)N1Cc1ccccn1 (centres undefined)	1	-6%	-9%	0.7	27µM*	.	8%	-20	2%
CCC1(c2ccccc2)NC(=O)N(CC(=O)NC2CCCC2)C1=O (centres undefined)	4	-5%	-12%	0.7	-14%	1	12%	18	-27%
O=C(CN1CCN(C/C=C/c2ccccc2)CC1)NC(=O)NC1CCCCC1	-6	?	4%	-5.4	-29%	0	0%	-65*	1%
O=C(CCC(=O)NNC(=O)COc1ccc(Br)cc1Br)NCc1ccccc1	7	-18%	2%	0.8	-25%	-1	-20%	16	10%[57.1 µM]
CC(C)c1ccccc1NC(=S)NCc1ccccc1F	-4	?	10%	-2.7	-12%	-1	?	-14	-18%
CC(C)Oc1cc(NC(=O)CSCC(=O)Nc2cccc(C(F)(F)F)c2)c(Cl)cc1Cl	1	?	2%	-0.9	-2%	.	-13%	-11	-18%
CN(CC(=O)N1CCN(c2ccc(F)cc2)CC1)S(=O)(=O)c1ccc2c(c1)c(=O)n(C)c(=O)n2C	2	2%	-5%	-0.6	-4%	8	2%	28	-5%
CCc1nnc(NS(=O)(=O)c2ccc(NCc3ccccc3O)cc2)s1	5	41%[activator]	5%	-0.3	1%	7	3%	12	-14%
COc1ccc(NS(=O)(=O)c2ccc3oc(SCc4ccc(F)cc4)nc3c2)cc1	6	?	-1%	-3.1	?	1	-14%	21	-15%
Cc1ccc(N(CC(=O)Nc2ccc(Br)c(C)c2)S(=O)(=O)c2c(C)[nH]c(=O)[nH]c2=O)cc1	0	?	4%	-1.5	-14%	-4	-5%	0	-18%
COC(=O)Cc1[nH]nc2c1C(c1ccc(O)c(OC)c1)C(C#N)=C(N)O2 (centres undefined)	-8	30%	1%	-0.8	-23%	-6	-15%	1	-21%[57.1 µM]
O=C(O)C1CSC(c2ccco2)N1 (centres undefined)	5	26%	-1%	1.2	?	-80*	13%	12	14µM*
CCOc1ccc(OCc2cccc(C(=O)N3CCCCCC3)c2)cc1	2	?	-1%	-1.2	-5%	-2	6%	8	-8%
Cc1noc(C)c1C(=O)OCC(=O)Nc1ccc(C(N)=O)cc1	-5	11%	1%	-1.9	-4%	7	-4%	-4	-6%
Cc1ccc(S(=O)(=O)Nc2ncnc3sccc23)cc1C	2	6%	-1%	-0.1	-5%	-11	6%	?	4%
O=S1(=O)CCN(OCc2ccc(Cl)cc2)CC1	5	2%	4%	-1.7	3%	-1	-3%	25	5%
CN(C)CC(C)(C)CNC(C(=O)Nc1ccc(Cl)cc1C(F)(F)F)c1ccccc1 (centres undefined)	-5	?	16%	-1.1	10%	2	-23%	1	-1%
O=C(Cn1cnc2c(cnn2-c2ccccc2)c1=O)c1ccc(Cl)cc1	-2	4%	2%	2.2	-5%	5	-12%	4	-11%
CCNC(=O)Nc1ccc2c(c1)c(=O)n(C)n2Cc1ccc(Cl)cc1	4	14%	0%	0.0	-27%	3	-2%	?	-1%
CC(=O)c1cccc(NC(=O)C2CCN(c3nnc(-n4cccc4)s3)CC2)c1	0	-5%	5%	.	.	.	2%	.	.
Cc1ccc2[nH]c3c(c2c1)CN(C(=O)CN1CCN(Cc2ccc4c(c2)OCO4)CC1)CC3	5	3.5µM*	-3%	0.7	-12%	6	-18%	22	-3%
CC1(C)CC(=O)C2=C(C1)Nc1ccccc1NC2c1ccc(F)cc1 (centres undefined)	-10	?	1%	-0.5	-3%	3	-10%	12	-4%[57.1 µM]
